D3 ag – activates the human D3 dopamine receptor; max activation, %; D3R DiscoveRx beta-arrestin cells, luminescence, 90 min; AID 652048; P35462; actives 0.58% (n = 410,000); in the data active = max activation above about 30%; note: 0% is about no effect; mostly tested at two doses, the higher about 12 µM
Target sequence (P35462 whole entry, looked up): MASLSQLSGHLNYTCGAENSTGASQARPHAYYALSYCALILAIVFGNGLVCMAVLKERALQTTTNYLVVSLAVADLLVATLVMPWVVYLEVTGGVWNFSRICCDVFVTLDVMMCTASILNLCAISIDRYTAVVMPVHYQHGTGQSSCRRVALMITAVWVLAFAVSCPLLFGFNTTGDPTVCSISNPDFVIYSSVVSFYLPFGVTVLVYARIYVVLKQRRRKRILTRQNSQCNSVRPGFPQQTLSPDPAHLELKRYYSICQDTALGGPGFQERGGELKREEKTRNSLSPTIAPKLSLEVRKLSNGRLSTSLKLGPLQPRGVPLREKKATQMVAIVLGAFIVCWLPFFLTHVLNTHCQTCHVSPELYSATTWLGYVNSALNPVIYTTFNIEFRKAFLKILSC
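Agonist mode: compounds and dopamine controls were applied to plated cells for 90 min at 37 degrees C after an overnight attachment at 1500 cells/well. Luminescent read-out followed 30 - 60 minutes at room temperature with DiscoveRx detection reagent.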
Abeta rescue – A-beta toxicity reversal in yeast; yeast expressing A-beta42, growth rescue, OD600, 48 h; response scale: 0% DMSO, 100% iron-clioquinol control; Potency, µM (titrated, usually from 46.1 µM), for the others: at the top dose growth rescue, actives largely listed as activators; actives 0.063% (n = 410,000); AID 1347071; note: potency is the fitted concentration of half-maximal effect; nearly all actives have a fitted effect of over 55% in size
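Yeast A-beta toxicity model in growth medium with pinned compounds, 48 h at 30 C; growth read as absorbance at 600 nm. Normalized to FeCl3/clioquinol equimolar mix (positive) and DMSO (negative).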
D3 antag – blocks the human D3 dopamine receptor; P35462; D3R cells, DiscoveRx beta-arrestin luminescence, antagonist mode; hits give low values; max response, negative = inhibition, %; actives 2.5% (n = 360,000); AID 652054; in the data active = max response below about -50%; inconclusive = no clear call, values can overlap the other calls; note: % is set by controls: 0 for no effect and ±100 for the full control effect; mostly tested at two doses, the higher about 12 µM
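Cells plated overnight at 1500 cells/well, then exposed to library compounds with dopamine controls for 90 minutes at 37 degrees C. DiscoveRx reagent added for 30–60 minutes at room temperature; luminescence read, quantitative HTS format.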
EPAC2 antagonist – blocks human EPAC2 exchange factor. Q8WZA2. EPAC2 GEF exchange of Rap1B-BODIPY-GDP, fluorescence. Potency, µM (doses to about 114 µM), without a hit: top-dose activity, negative = inhibition, most hits filed as inhibitors. actives 0.18% (n = 360,000); note: potency is the fitted concentration of half-maximal effect; % is set by controls: 0 for no effect and ±100 for the full control effect; nearly all actives have a fitted effect of over 45% in size; many of its hits are not listed in these tables
TDP43 rescue – rescues yeast growth from TDP-43 toxicity. TDP-43 expressing yeast growth rescue, BacTiter-Glo, 24 h. Potency, µM (series often up to 46.1 µM), for the others: at the highest dose growth rescue (activation), most hits filed as activators. actives 1.8% (n = 410,000). AID 652104; note: potency is the fitted concentration of half-maximal effect; % of control where 0% means no effect; nearly all actives have a fitted effect of over 50% in size
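Yeast cells expressing TDP-43 under galactose induction are exposed to compounds for 24 hr at 30 deg C. BacTiter-Glo luminescence measures growth, so protective compounds score as activators.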
EPAC2 agonist – activates human EPAC2 exchange factor. EPAC2 activation, biochemical qHTS; response scale: 100% = 6.5 mM cAMP response. Potency, µM (series often up to 154 µM), for the others: at the top dose activation, actives largely listed as activators. actives 0.079% (n = 360,000). AID 720711; note: potency is the fitted concentration of half-maximal effect; nearly all actives have a fitted effect of over 50% in size
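EPAC2 (100 nM) mixed with Rap1B loaded with BODIPY-GDP (250 nM) plus 50 uM unlabeled GDP; compounds pinned in, 5 min RT, then read every 5 min for 30 min (ex 480, em 540 nm). Normalized to cAMP control.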
aSyn yeast inh – alpha-synuclein toxicity inhibition in yeast | Potency, µM (highest dose often 46.1 µM), for the others: at the top dose growth rescue (activation), actives largely listed as activators | actives 0.14% (n = 370,000) | Yeast expressing alpha-synuclein, growth rescue, BacTiter-Glo, 24 h; note: potency is the fitted concentration of half-maximal effect; % of control where 0% means no effect; nearly all actives have a fitted effect of over 65% in size
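Rescue of yeast growth: cells expressing toxic alpha-synuclein, induced in galactose at OD600 0.02, incubated with compound 24 h at 30 C. ATP luminescence quantified growth; inhibitors of toxicity appear as activators.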
FUS yeast rescue – FUS proteinopathy suppression in yeast | S. cerevisiae FUS-expressing, growth rescue, OD600, 24 h | AID 1347120 | Potency, µM (titrated, usually from 76.6 µM), without a hit: at the highest dose growth rescue (activation), usual class: activators | actives 0.24% (n = 390,000);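 note: potency is the fitted concentration of half-maximal effect; plate controls were DMSO vehicle for no effect and reference control for full effect; nearly all actives have a fitted effect of over 55% in size; some results filed as inactive show a strong effect at the top dose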
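Galactose (2%) drives FUS expression in yeast precultured in raffinose; seeding density OD 0.005. Test compounds incubated 24hr at 30C and 99% humidity before absorbance at 600 nm was measured.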
Starred values were filed as active, the others as inactive; u = inconclusive; x = not tested or not shown; & = joins results of further samples; [ ] = remark or other dose. Unless noted, calls come from the whole dose curve; as a rule, active = well fitted curve in the direction sought with a large enough effect; inconclusive = small, poorly fitted or top-dose-only effect, or another doubt; inactive = no such curve, though single readings can be large; an effect the other way counts as inactive or inconclusive.

Compound,D3 ag,Abeta rescue,D3 antag,EPAC2 antagonist,TDP43 rescue,EPAC2 agonist,aSyn yeast inh,FUS yeast rescue
N#Cc1ccc(CN2CCN(C(=O)CC(NC(=O)c3ccccc3)c3ccccc3)CC2)cc1 (stereo not given),-12.0,-4.6%,-15.3,5.9%,-5.7%,11.4%,4.6%,21.9%
CS(=O)(=O)N1CCCC(C(=O)N2CCc3ccccc3C2)C1 (stereo not given),-7.7,-20.2%,-7.7,-16.4%,-13.5%,-1.3%,-2.4%,2.3%
COc1cccc(CN2CCN(Cc3ccc4c(NC(C)=O)cccc4n3)CC2CCO)c1 (stereo not given),-10.5,-27.0%,-3.2,7.1%,-6.7%,21.6%,-2.4%,14.9%
Cc1ccc(-n2c(CNc3ccc(F)cc3)nnc2SCC(=O)NCc2ccco2)cc1,0.6,4.5%,-13.5,-1.8%,-2.0%,1.1%,-0.7%,43.6%
COc1ccccc1CCc1nnc(CCC(=O)NCC[C@@H]2C[C@@H]3C=C[C@H]2C3)o1,2.5,12.7%,-61.7*,0.1%,-26.0%[0.397 µM],-19.3%,-0.5%,31.6%
COc1ccc(-c2cc(C(=O)OCC(=O)N(C)C3CCS(=O)(=O)C3)c3ccccc3n2)cc1OC (stereo not given),3.1,-5.7%,6.9,-9.3%,-13.2%[1.82 µM],-0.6%,-3.0%,65.8%
Cc1ccc(C)c(NC(=O)C(c2ccccc2)N2CCOCC2)c1 (stereo not given),-1.7,-12.0%,3.0,0.7%,-4.9%,10.3%,-1.1%,8.4%
O=c1c(Cc2ccccc2)c(O)c2cccc3c4c(n1c23)CCCC4,-16.0,3.0%,-29.6,2.4%,0.0%,-2.9%,12.4%,26.7%
COc1ccc(-c2cnc3c(NC(C)=O)cc(-c4ccccc4OC)cn23)cc1OC,3.1,-17.8%,43.5,10.0%,u,19.4%,8.2%,35.9%
CN(CC(=O)Nc1ccccc1Br)C(=O)c1cccnc1Nc1cccc(C(F)(F)F)c1,4.1,-13.5%,-21.9,-17.7%,u,1.6%,-19.7%,x
CNC(=O)C(C)NS(=O)(=O)c1ccc(F)cc1 (stereo not given),-2.8,7.2%,10.0,1.7%,-12.2%,2.4%,4.3%,11.1%
Cc1cccc(NC(=O)c2ccc3nccnc3c2)c1C,-7.3,-3.8%,-7.6,-0.8%,12.5%,7.2%,8.1%,15.3%
O=C(c1cc2c(s1)CCCC2)N1CCN(Cc2ccc3c(c2)OCO3)CC1,-25.5,2.1%,-24.4,15.9%,-14.7%,20.3%,-1.1%,19.9%
O=C(O)c1ccccc1N1C(=O)C2C3c4ccccc4C(Br)(c4ccccc43)C2C1=O (stereo not given),-2.6,2.9%,-1.8,-8.4%,6.6%,2.3%,-9.1%,2.7%
COc1ccc(CN2CCN(C(=O)C3CCN(C(=O)Nc4ccccc4)CC3)CC2)cc1OC,1.9,0.3%,-0.3,0.2%,10.8%,6.9%,0.8%,-27.3%
COCCNC(=O)c1cnn2c(C(F)F)cc(-c3ccccc3)nc12,1.1,-10.5%,0.8,0.4%,3.5%,6.4%,4.7%,-5.1%
COc1cccc(C(=S)N2CCCC2)c1OC,6.1,8.8%,20.2,-2.1%,22.8%,-2.7%,3.2%,4.8%
Nc1cc(N)nc(SCCOc2ccccc2F)n1,2.1,-8.6%,27.5,1.0%,u,-3.4%,-0.7%,29.0%
O=C(COC(=O)c1cc(S(=O)(=O)N2CCCCC2)ccc1N1CCOCC1)c1ccccc1Cl,0.5,6.7%,2.9,-2.6%,18.7%,0.8%,2.6%,38.0%
CSCCC(NC(=O)c1ccccc1)C(=O)N1CCN(C(c2ccccc2)c2ccccc2)CC1 (stereo not given),-2.8,-15.8%,-0.4,-4.4%,0.0%,9.1%,-0.4%,35.6%
CC(C)(C)n1nnnc1C(c1ccc(F)cc1)N1CCN(Cc2ccc3c(c2)OCO3)CC1 (stereo not given),-1.9,6.1%,u,3.9%,-8.6%,2.6%,-4.2%,-1.3%
CSc1ncccc1C(=O)NC1CCCc2c1cnn2-c1ccc(C)c(C)c1 (stereo not given),0.7,-1.5%,-20.6,-7.2%,6.2%,11.6%,-2.1%,26.6%
C(=N\Nc1nc2ccccc2s1)/c1ccccn1,-25.8,-81.7%[inhibitor],-29.0,-1.8%,-83.4%[inhibitor],16.4%,-22.7%,31.8%
O=C(c1cnc2sccn2c1=O)N1CCc2ccccc2C1,-19.3,8.8%,-95.9*,1.0%,-26.2%,3.2%,-0.1%,49.0%
Cc1ccc(C(=O)NCc2ccco2)cc1S(=O)(=O)N1CCCCC1,7.0,8.1%,-12.6,-0.1%,-13.6%,13.8%,-1.3%,12.8%
NC(Cc1ccccc1)C(=O)N1CCCCC1 (stereo not given),13.1,-6.6%,3.6,6.3%,3.1%,3.7%,-7.2%,-10.2%
O=C(NCCS(=O)(=O)c1ccc(Br)cc1)c1ccccc1Cl,-1.9,-26.1%,-4.8,7.8%,-2.1%,2.9%,11.0%,11.9%
O=C(Nc1ccc(F)cc1F)N1CCN(CCc2ccccc2)CC1,-6.3,-5.3%,42.7,-6.0%,-31.4%[inhibitor],10.6%,-8.0%,8.8%
Cc1c(Br)c([N+](=O)[O-])nn1CC(=O)NCc1ccccn1,7.2,-3.7%,-6.0,8.6%,-13.0%,-6.3%,-10.0%,1.6%
COc1ccc(S(=O)(=O)N2CCSC2c2ccc(N)cc2)cc1 (stereo not given),18.5,-0.9%,11.9,6.4%,4.3%,2.5%,1.2%,9.1%

Record cards, as listed above:
Cc1ccc(C(=O)NCc2ccco2)cc1S(=O)(=O)N1CCCCC1 across the screens: D3 ag: 7.0; Abeta rescue: 8.1%; D3 antag: -12.6; EPAC2 antagonist: -0.1%; TDP43 rescue: -13.6%; EPAC2 agonist: 13.8%; aSyn yeast inh: -1.3%; FUS yeast rescue: 12.8%
Cc1cccc(NC(=O)c2ccc3nccnc3c2)c1C across the screens: D3 ag: -7.3; Abeta rescue: -3.8%; D3 antag: -7.6; EPAC2 antagonist: -0.8%; TDP43 rescue: 12.5%; EPAC2 agonist: 7.2%; aSyn yeast inh: 8.1%; FUS yeast rescue: 15.3%

New compounds follow.
Compound,D3 ag,Abeta rescue,D3 antag,EPAC2 antagonist,TDP43 rescue,EPAC2 agonist,aSyn yeast inh,FUS yeast rescue
COc1ccc(Cc2c(C)nn(-c3nc(C)c(C(=O)Nc4cccc(C(C)=O)c4)s3)c2C)cc1,-6.3,-23.3%,x,x,-1.1%,x,x,8.1%
FCCCOc1ccc(CN2CCN(c3ccccc3F)CC2)cc1,-3.4,4.6%,-60.2*,-6.6%,-4.9%,15.4%,-0.4%,-12.2%
CSc1nc(N)c(C#N)c(-c2ccccc2Cl)c1C#N,-4.7,-1.0%,-10.0,-3.2%,10.8%,30.3%,1.5%,-13.7%
O=C(O)c1cccc(S(=O)(=O)N2CCOCC2)c1,17.5,-8.7%,14.3,0.7%,-7.0%,8.7%,1.9%,13.5%
C=CC[C@@H](CC(=O)N(CCO)Cc1ccccc1)C(=O)N[C@@H](COC(=O)[C@@H](CC=C)CC(=O)OC(C)(C)C)Cc1c[nH]c2ccccc12,0.0,6.5%,17.4,-10.2%,23.6%,-8.9%,8.8%,u
O=C(Nc1ccccc1)c1ccc2nc(-c3ccco3)c(-c3ccco3)nc2c1,-1.4,-12.2%,-8.9,-0.9%,-4.0%,9.1%,7.5%&6.6%,40.6%
O=S(=O)(c1ccc(SCCOc2ccc(Cl)cc2)nc1)N1CCCC1,-6.3,16.9%,u,-1.7%,12.7%,6.3%,-4.1%,-18.8%
O=C1CCCc2cc(S(=O)(=O)N3CCCC(C(=O)NCc4ccc(Cl)cc4)C3)ccc2N1 (stereo not given),1.7,-14.8%,x,x,0.7%,x,-8.8%,-5.9%
CC1CC(C)CN(C(=S)SCc2nc(N)nc(Nc3ccccc3)n2)C1 (stereo not given),-12.6,u,-15.3,-20.8%,u,23.7%,-17.9%,u
Cc1ncc(CN2CCCC(C(=O)Nc3ccc(-n4ccnc4C)cc3)C2)cn1 (stereo not given),-4.3,-8.2%,7.6,1.3%,-4.8%,5.6%,-3.6%,-2.0%
CCn1nccc1C(=O)Nc1ccc(C(=O)OC(C)C)cc1,2.8,-12.8%,7.5,-14.0%,u,2.5%,-8.0%,14.6%
NC(=O)NC(=O)COC(=O)c1ccc2noc(-c3ccccc3)c2c1,1.0,-0.8%,0.1,4.2%,-2.9%,5.8%,1.9%,24.2%
COC(=O)[C@H](C)NC(=O)NCc1ccc(F)cc1,0.3,5.8%,10.8,2.1%,-15.7%,8.5%,-4.2%,-8.5%
O=C(CN1C(=O)S/C(=C\c2ccc(F)cc2)C1=O)Nc1cccc(S(=O)(=O)NCc2ccco2)c1,-8.4,-9.7%,-26.2,-10.0%,-5.6%[9.22 µM],12.8%,-1.1%,14.4%
CCCC(=O)N(c1ccc2oc(C)c(C(C)=O)c2c1)S(=O)(=O)c1ccc(C)c([N+](=O)[O-])c1,-0.9,-2.9%,9.5,4.2%,0.2%,2.9%,8.4%,-17.1%
COc1ccc(C(=O)NCC2CCCO2)cc1S(=O)(=O)NCc1ccc(Cl)cc1 (stereo not given),-0.2,0.2%,6.9,-0.5%,-2.6%,6.1%,u,-25.2%
Cc1ccc(S(=O)(=O)N2CCN(CC(O)c3ccccc3)CC2)cc1 (stereo not given),5.0,6.3%,4.2,0.5%,9.6%,-14.2%,1.5%,0.0%
O=C(CSC1=NS(=O)(=O)c2ccccc2N1)c1ccccc1,-13.2,-6.2%,-4.4,-16.8%,9.5%,-1.3%,-8.1%,2.9%
Cc1ccc(Cn2c(=O)cc(C(=O)O)c3ccccc32)cc1,10.3,3.7%,4.5,11.4%,-25.3%,-1.5%,-6.6%,25.7%
COc1ccc(C(=O)N2CCCC(Nc3ccc(F)c(F)c3)C2)c(OC)n1 (stereo not given),4.9,-0.8%,0.1,3.9%,-3.1%,0.8%,0.3%,13.6%

The list is partial. The share of hits here may be higher or lower than overall.
